TMEM16A inh = inhibitors of mouse TMEM16A calcium-activated chloride channel. Q8BHY3. HEK293 TMEM16A/YFP iodide influx fluorescence, ionomycin. normalized B-score (activity score, 25-100; higher = stronger inhibition) at 10 µM. actives 1.2% (n = 310,000);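 active means ratio plate-corrected score three or more library SD toward inhibition, starting fluorescence score within five deviations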;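 further: score derived from kinetic fluorescence span divided by baseline fluorescence per well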
RGS4 block = human RGS4 inhibition | B-score at 10 µM | AID 463165 | actives 0.45% (n = 310,000) | HEK293 M3R/RGS4 inducible, Fluo-4 calcium flux; hits give high values; triggered by carbachol at its EC20;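 active means B-score, a plate-corrected calcium signal, over three deviations above library mean, with baseline fluorescence within five deviations of library mean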;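 further: RGS4 expression induced by doxycycline in cells with stable M3 receptor; B-score is computed from the integrated fluorescence ratio over baseline after carbachol; higher B-score means a larger calcium signal and so more RGS4 inhibition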
Target sequence (P49798 whole entry, looked up): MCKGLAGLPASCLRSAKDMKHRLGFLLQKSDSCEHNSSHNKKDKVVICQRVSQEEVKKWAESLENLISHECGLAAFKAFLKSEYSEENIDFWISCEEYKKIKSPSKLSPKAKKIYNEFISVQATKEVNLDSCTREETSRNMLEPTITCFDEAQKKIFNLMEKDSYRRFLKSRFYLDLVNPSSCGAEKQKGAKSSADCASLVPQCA
hERG rescue = hERG (human) protection from proarrhythmic block | actives 0.51% (n = 310,000) | activation (rescue from dofetilide block), less the hit threshold, % at 10 µM | CHO-hERG, FluxOR thallium flux, dofetilide IC70 present | Q12809;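 active means activation above the mean of controls blocked by dofetilide plus 5 SD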;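 further: thallium influx through hERG after potassium depolarization seen as dye fluorescence rise; in these data hits start at about 4.7%; inactives centre near -7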
KCNK9 inh = human KCNK9 channel inhibition | Q9NPC2 | HEK293 KCNK9, FluxOR thallium flux fluorescence; hits give low values | B-score at 10 µM | actives 1.2% (n = 310,000) | AID 488922;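 active means ratio B-score over 3 SD below the library mean, with starting fluorescence within 5 SD of its mean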;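 further: negative B-score means less thallium flux so channel inhibition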
KCNQ1 act = human KCNQ1 channel potentiation or activation; P51787; CHO-K1 KCNQ1, thallium flux FluxOR fluorescence; hits give high values; B-score at 10 µM; actives 0.35% (n = 310,000);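 active means fluorescence ratio B-score, a plate-corrected score, at least three library SD, with initial intensity B-score within 5 SD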
Target sequence (P51787 whole entry, looked up): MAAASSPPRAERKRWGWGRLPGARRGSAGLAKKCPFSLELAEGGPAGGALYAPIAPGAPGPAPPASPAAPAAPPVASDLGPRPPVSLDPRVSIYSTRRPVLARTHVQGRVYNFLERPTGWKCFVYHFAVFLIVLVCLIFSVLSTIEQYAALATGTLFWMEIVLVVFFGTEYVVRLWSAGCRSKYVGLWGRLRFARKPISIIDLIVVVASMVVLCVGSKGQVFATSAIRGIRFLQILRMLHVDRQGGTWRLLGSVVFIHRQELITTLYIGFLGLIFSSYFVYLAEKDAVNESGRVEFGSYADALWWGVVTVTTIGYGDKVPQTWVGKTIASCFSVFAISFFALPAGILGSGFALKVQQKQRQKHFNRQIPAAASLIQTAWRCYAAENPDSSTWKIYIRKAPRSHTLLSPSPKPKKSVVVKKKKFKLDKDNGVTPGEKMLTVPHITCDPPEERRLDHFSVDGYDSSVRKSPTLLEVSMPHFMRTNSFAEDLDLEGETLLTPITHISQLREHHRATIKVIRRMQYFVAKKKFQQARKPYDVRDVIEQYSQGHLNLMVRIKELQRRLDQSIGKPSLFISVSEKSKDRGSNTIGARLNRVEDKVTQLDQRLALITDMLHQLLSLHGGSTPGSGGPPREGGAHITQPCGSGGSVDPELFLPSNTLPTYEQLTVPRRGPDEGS
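Material: CHO-K1 cells stably expressing KCNQ1. Medium: assay buffer for compound exposure, DMSO matched across wells. Reagent: K+/Tl+ depolarizing stimulus. Compound dosing: single-concentration screen. Times: 37 °C overnight plating, 90-min dark dye load, 20-min compound pretreatment. Technique: FluxOR Tl+ flux fluorescence.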
HDAC3 inhib = blocks human histone deacetylase 3. recombinant HDAC3, fluorogenic peptide/trypsin coupled, fluorescence. O15379. AID 2718. actives 0.15% (n = 320,000). inhibition, % at 8.3 µM; in the data active means inhibition above about 26%, passing the limit was not always enough
TMEM16A act = activates or potentiates the mouse TMEM16A chloride channel; AID 623877; actives 0.3% (n = 340,000); B-score at 10 µM; HEK293 TMEM16A/YFP-H148Q/I152L, iodide quench fluorescence; hits give low values; Q8BHY3;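 active means fluorescence-ratio B-score plate-corrected deviation score at least 3 library SD below zero, with starting fluorescence score within 5 deviations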;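 further: channel opened by trigger with iodide after compound preincubation; score built on the fluorescence ratio of max minus min over baseline; more negative score means more quench and so TMEM16A activation or potentiation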
KCNQ1 block = blocks the human KCNQ1 potassium channel | AID 2642 | B-score at 10 µM | CHO-K1 KCNQ1, FluxOR thallium flux fluorescence; hits give high values | actives 1.3% (n = 310,000) | P51787;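 active means compounds whose thallium flux B-score, printed positive for inhibition, exceeds three library SD while starting fluorescence stays within three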;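 further: channel opened by potassium depolarization with thallium stimulus after 20 min compound exposure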
RGS4 pot = potentiators or activators of RGS4; HEK293 M3R/inducible RGS4, carbachol calcium flux Fluo4; hits give low values; B-score at 10 µM; actives 0.92% (n = 310,000); AID 463111;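 active means B-score of the integrated calcium signal more than 4 SD below the library mean, with starting fluorescence not abnormally high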;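 further: negative B-score means reduced calcium response which marks RGS4 activation or potentiation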
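Reagent: ECmax carbachol challenge; Test system: M3R-expressing HEK293 line, RGS4 induced by doxycycline; Schedule: overnight RGS4 induction, 30 min dye load 37 °C, 20 min compound RT; Detection: calcium dye Fluo4 fluorescence; Read-out: Agonist-evoked peak-minus-minimum fluorescence over baseline, integrated ratio, B score.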
KCNK3 inh = human KCNK3 channel inhibition, primary screen. actives 0.84% (n = 340,000). CHO-KCNK3 thallium flux, FluxOR fluorescence; hits give low values. B-score at 10 µM. O14649. AID 602410;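 active means B-score under library mean minus 4 SD, starting fluorescence ratio at most library mean plus 5 SD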;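 further: more negative B-score means stronger inhibition of thallium flux through KCNK3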
SKKanGAS inh = inhibitors of SKKanGAS S. pyogenes growth in kanamycin (SK-promoter or general growth effect); actives 1.3% (n = 300,000); inhibition, % at 7.5 µM; BacTiter-Glo, 6 h; AID 1662;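 active means mean replicate score, as percent of positive control median, at least 50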;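 further: strain carries kanamycin resistance gene driven by streptokinase promoter and grows in 40 µg/ml kanamycin; loss of luminescence reflects streptokinase promoter inhibition or plain growth inhibition; 0% = median of DMSO wells and 100% = positive control at its reference dose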
* marks the source's active call; other numbers are inactive results; i = inactive; x = no result given.

The line under a structure holds: TMEM16A inh	RGS4 block	hERG rescue	KCNK9 inh	KCNQ1 act	HDAC3 inhib	TMEM16A act	KCNQ1 block	RGS4 pot	KCNK3 inh	SKKanGAS inh
> CCn1cc(C(=O)N2CCCC(N3CCN(c4ccccc4C)CC3)C2)cn1 (stereo not drawn)
  i	i	-11.0	i	i	0.8	i	i	i	i	-1.2
> O=C(CSc1nnc(SCc2ccc(F)cc2)s1)Nc1ccc(C(=O)O)cc1
  i	i	-10.3	i	i	x	i	i	i	i	-5.4
> CC1CN=C(N(C(=S)Nc2ccccc2)c2cccc(C(F)(F)F)c2)S1 (stereo not drawn)
  i	i	-11.9	i	i	1.6	i	i	i	i	-2.4
> CC(NS(=O)(=O)c1ccc2[nH]c(=O)c(=O)[nH]c2c1)C(=O)O (stereo not drawn)
  i	i	-11.0	i	i	4.8	i	i	i	i	-2.3
> Cc1ccc(C(=O)NNC2CC(=O)N(c3ccc4c(c3)OCCO4)C2=O)cc1 (stereo not drawn)
  i	i	-8.0	i	i	3.2	i	i	i	i	-14.4
> O=C(/C=C/c1cccc([N+](=O)[O-])c1)N1CCN(Cc2ccc3c(c2)OCO3)CC1
  i	i	-4.1	i	i	-1.3	i	i	i	i	-1.1
> O=C(COc1ccc(Cl)cc1Br)N1CCN(c2ccccc2)CC1
  i	i	0.8	i	i	-7.5	i	i	i	i	5.2
> O=C(c1ccc(Cl)cc1)c1oc2ccccc2c1CS(=O)c1ccc(Cl)cc1 (stereo not drawn)
  i	i	-8.6	i	i	8.6	i	i	i	i	5.8
> O=c1onc(-c2ccc(Cl)cc2)n1Cc1ccc(F)cc1
  i	i	-5.8	i	i	2.2	i	i	i	i	-7.3
> CC(=O)Oc1ccc2c(c1)OC(c1ccccc1)CC21CC(C)(C)NC(=O)N1 (stereo not drawn)
  i	i	-8.8	i	i	1.6	i	i	i	i	-6.9
> Cc1cccc(N(C)c2cc(C)nc3ncnn23)c1
  i	i	-6.5	i	i	2.8	i	i	i	i	-1.0
> Cc1ccc(C)c(NC(=O)C2CC=CCC2C(=O)O)c1 (stereo not drawn)
  i	i	-2.3	i	i	-3.7	i	i	i	i	2.8
> CCN1CCN(C(=S)c2ccc([N+](=O)[O-])cc2)CC1
  i	i	-3.4	i	i	9.9	i	i	i	i	9.9
> CC1(C)CC(NC(=O)CCc2nnc(CCCCc3ccccc3)o2)CCO1 (stereo not drawn)
  i	i	-10.6	i	i	4.5	i	i	i	i	-3.8
> C=CCN(C1CCCCC1)S(=O)(=O)c1ccc2c(c1)oc(=O)n2C
  i	i	-13.1	i	i	-2.5	i	i	i	i	-1.9
> CCN(CC)S(=O)(=O)c1ccc(N2CCCCC2)c(NC(=O)C2CCN(C(=O)c3ccc(F)cc3)CC2)c1
  i	i	-19.2	i	i	4.4	i	i	i	i	6.7
> COc1cc(C(=S)N2CCOCC2)cc(OC)c1OS(=O)(=O)c1ccc(C)cc1
  i	i	-8.6	i	i	3.3	i	i	i	i	8.7
> CCN(CC)c1c(-c2ccccc2)c2cc(C)ccc2[nH]c1=O
  25*	i	-5.2	i	i	x	i	i	i	i	-3.2
> CN=C(Nc1ccc(C)c(C)c1)SC1CC(=O)N(c2ccc(OC)cc2)C1=O (stereo not drawn)
  i	i	-2.8	i	i	11.1	i	i	i	i	-0.1
> Cc1ccc(S(=O)(=O)CCC(=O)OCC(=O)N2c3ccccc3NC(=O)C2(C)C)cc1
  i	i	-9.4	i	i	1.1	i	i	i	i	-4.1
> C=CCn1c(Cc2cccs2)nnc1SCC(=O)c1ccc2ccccc2c1
  i	i	-13.4	i	i	-0.6	i	i	i	i	-2.6
> COc1cccc(CNC(=O)C2CCN(S(=O)(=O)N3CC(C)CC(C)C3)CC2)c1 (stereo not drawn)
  i	i	-1.2	i	i	1.4	i	i	i	i	10.5
> CCOc1ccc(NC(=O)CC2SC(N)=NC2=O)c([N+](=O)[O-])c1 (stereo not drawn)
  i	i	-4.7	i	i	-4.9	i	i	i	i	0.1
> O=C(Nc1ccccc1)c1ccc(S(=O)(=O)N2CCCC2)cc1
  i	i	-12.4	i	i	-5.9	i	i	i	i	-3.9
> O=C1CC(c2ccccc2)CN1C(=O)c1cccnc1 (stereo not drawn)
  i	i	-12.9	i	i	-0.5	i	i	i	i	-5.2
> COc1cc(S(=O)(=O)Nc2ccccn2)ccc1F
  i	i	-6.6	i	i	1.1	i	i	i	i	0.9
> CCc1ccccc1Nc1nc(N)nc(CSc2nnc3ccccn23)n1
  i	i	-19.5	i	i	-5.4	i	i	i	i	0.4
> COc1ccccc1NC(=O)C1=C(C)Nc2nnnn2C1c1cc(Br)ccc1OC (stereo not drawn)
  i	i	-9.5	i	i	-1.8	i	i	i	i	12.0
> COc1ccc(NC(=O)c2ccc3[nH]c(=O)c(=O)[nH]c3c2)c(OC)c1
  i	i	-4.3	i	i	-6.2	i	i	i	i	6.7
> COCCN1C(=O)N[C@@H](c2cccc(C(F)(F)F)c2)C(C(=O)OC)=C1C
  i	i	-3.0	i	i	9.7	i	i	i	i	2.1

Entries of single compounds as entered above. Order of screens: TMEM16A inh, RGS4 block, hERG rescue, KCNK9 inh, KCNQ1 act, HDAC3 inhib, TMEM16A act, KCNQ1 block, RGS4 pot, KCNK3 inh, SKKanGAS inh
CCN(CC)S(=O)(=O)c1ccc(N2CCCCC2)c(NC(=O)C2CCN(C(=O)c3ccc(F)cc3)CC2)c1 across the screens: i, i, -19.2, i, i, 4.4, i, i, i, i, 6.7
O=C1CC(c2ccccc2)CN1C(=O)c1cccnc1 (stereo not drawn) across the screens: i, i, -12.9, i, i, -0.5, i, i, i, i, -5.2

(listing goes on)
The line under a structure holds: TMEM16A inh	RGS4 block	hERG rescue	KCNK9 inh	KCNQ1 act	HDAC3 inhib	TMEM16A act	KCNQ1 block	RGS4 pot	KCNK3 inh	SKKanGAS inh
> Cc1c(CN(C)C)c2c(n1Cc1ccccc1)C(=O)c1ccc(Br)cc1-2
  i	i	-18.9	i	i	4.5	i	i	i	i	-1.3
> CC(=O)NS(=O)(=O)c1ccc(NS(=O)(=O)c2ccccc2[N+](=O)[O-])cc1
  i	i	-5.6	i	i	6.1	i	i	i	i	3.9
> CC(=O)N1c2ccccc2C(CBr)=CC1(C)C
  i	i	-4.1	i	i	x	i	i	i	i	-4.6
> CCN(CC)S(=O)(=O)c1cccc(NC(=O)CN2C(=O)c3ccc([N+](=O)[O-])cc3C2=O)c1
  i	i	-6.9	i	i	0.4	i	i	i	i	6.4
> Cc1ccc(NC(=O)CSc2nnc(-c3cnccn3)n2C)cc1C
  i	i	-8.0	i	i	0.1	i	i	i	i	-1.0
> COC(=O)c1cc(COC(=O)c2cccnc2SC)oc1C
  i	i	-10.5	i	i	3.1	i	i	i	i	1.0
> CCC(NC(=O)Nn1cnnc1)(C(F)(F)F)C(F)(F)F
  i	i	-11.5	i	i	-1.0	i	i	i	i	11.0
> CCCCn1c(SCC(=O)N2CCOCC2)nc2ccccc2c1=O
  i	i	-1.6	i	i	5.2	i	i	i	i	-6.9
> Cc1csc(NC(=O)CCn2c(=O)oc3ccccc32)n1
  i	i	-1.4	i	i	-5.6	i	i	i	i	0.2
> COc1ccc(NS(=O)(=O)c2cc(NC(=O)C3CCCO3)ccc2N2CCCC2)cc1 (stereo not drawn)
  i	i	-11.1	i	i	-1.6	i	i	i	i	1.5
> O=C(CNC(=O)c1ccc(Cl)cc1)NC1CCCCC1
  i	i	-7.4	i	i	x	i	i	i	i	0.8
> COc1ccc(CCNC(=O)C2CCN(S(=O)(=O)c3c(C)noc3C)CC2)cc1OC
  i	i	-5.2	i	i	-3.4	i	i	i	i	-3.2
> COc1ccc(Cn2nc(-c3ccccc3)c(N3CCCCC3)cc2=O)cc1
  i	i	-15.1	-16.5*	i	0.8	i	7*	i	i	-0.8
> CN1CCN(CCNC(=O)c2cn(Cc3ccccc3F)nn2)CC1
  i	i	-13.9	i	i	6.2	i	i	i	i	5.3
> Cc1cc(NC(=O)CCC(=O)N(CC(=O)NC2CCCC2)Cc2ccc(F)cc2)no1
  i	i	-2.3	i	i	-0.3	i	i	i	i	2.9
> O=C(COc1ccccc1F)Nc1c2c(nn1-c1ccccc1)CS(=O)(=O)C2
  i	i	-11.0	i	i	2.8	i	i	i	i	x
> O=c1ccc(NS(=O)(=O)c2ccc(Cl)cc2)cn1Cc1ccc(Cl)c(Cl)c1
  i	i	-15.2	i	i	0.5	i	i	i	i	20.2
> C=CCn1c(-c2ccccc2)nc2nc3ccccc3nc21
  i	i	-5.8	i	i	4.8	i	i	i	i	-4.6
> COc1ccc(C(=O)CN2C(=O)c3ccccc3S2(=O)=O)cc1Br
  i	i	-12.8	i	i	10.2	i	i	i	i	14.2
> COc1ccc(C(=O)NCC(=O)NCC2(N(C)C)CCCCC2)cc1OC
  i	i	-14.9	i	i	-1.8	i	i	i	i	4.2
> O=C(NC1CCSc2ccccc21)c1cc(S(=O)(=O)N2CCOCC2)ccc1F (stereo not drawn)
  i	i	-15.2	i	i	-3.0	i	i	i	i	27.9
> O=C(CSc1nc(-c2ccc(F)cc2)cs1)NC(=O)NCc1ccco1
  i	i	4.9*	i	i	1.9	i	i	i	i	-7.6

Compounds from the list above that contain an aryl thioether with sulfur outside any ring, in the order listed:
The line under a structure holds: TMEM16A inh	RGS4 block	hERG rescue	KCNK9 inh	KCNQ1 act	HDAC3 inhib	TMEM16A act	KCNQ1 block	RGS4 pot	KCNK3 inh	SKKanGAS inh
> O=C(CSc1nnc(SCc2ccc(F)cc2)s1)Nc1ccc(C(=O)O)cc1
  i	i	-10.3	i	i	x	i	i	i	i	-5.4
> C=CCn1c(Cc2cccs2)nnc1SCC(=O)c1ccc2ccccc2c1
  i	i	-13.4	i	i	-0.6	i	i	i	i	-2.6
> CCc1ccccc1Nc1nc(N)nc(CSc2nnc3ccccn23)n1
  i	i	-19.5	i	i	-5.4	i	i	i	i	0.4
> Cc1ccc(NC(=O)CSc2nnc(-c3cnccn3)n2C)cc1C
  i	i	-8.0	i	i	0.1	i	i	i	i	-1.0
> COC(=O)c1cc(COC(=O)c2cccnc2SC)oc1C
  i	i	-10.5	i	i	3.1	i	i	i	i	1.0
> CCCCn1c(SCC(=O)N2CCOCC2)nc2ccccc2c1=O
  i	i	-1.6	i	i	5.2	i	i	i	i	-6.9
> O=C(CSc1nc(-c2ccc(F)cc2)cs1)NC(=O)NCc1ccco1
  i	i	4.9*	i	i	1.9	i	i	i	i	-7.6

Screening results from PubChem.
